NPY-Y1 antag: NPY-Y1 (human) receptor antagonism; HEK293-CNG Y1 cells, membrane potential fluorescence; NPY at EC95, then isoproterenol; inhibition, % at 3.6 µM; hit rate 1% among 200,000; AID 1040;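 active = inhibition above the campaign mean inhibition of all tested compounds plus 3 SD, cut at about 20% in these data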;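 also: 0% = DMSO wells given NPY plus isoproterenol and 100% = isoproterenol alone without NPY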
Target sequence (P25929 whole entry, looked up): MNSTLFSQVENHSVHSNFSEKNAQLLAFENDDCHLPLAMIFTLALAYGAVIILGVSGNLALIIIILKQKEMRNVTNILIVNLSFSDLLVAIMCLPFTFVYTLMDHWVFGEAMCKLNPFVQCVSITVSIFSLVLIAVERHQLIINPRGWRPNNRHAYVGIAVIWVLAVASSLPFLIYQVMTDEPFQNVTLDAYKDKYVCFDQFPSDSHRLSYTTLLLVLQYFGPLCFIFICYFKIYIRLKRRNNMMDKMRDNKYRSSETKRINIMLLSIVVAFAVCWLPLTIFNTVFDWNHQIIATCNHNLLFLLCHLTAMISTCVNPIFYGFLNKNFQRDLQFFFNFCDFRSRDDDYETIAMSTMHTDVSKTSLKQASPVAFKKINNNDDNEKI
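Benchmarks – high control isoproterenol alone, low control NPY with isoproterenol · Material – HEK293 Y1/CNG channel cell line · Times – dye 3 h, compound 60 min room temperature, stimulation 45 min · Probe or stimulus – NPY (25 nM), isoproterenol (1 µM), Ro 20-1724 (25 µM) · Evaluation – % inhibition of NPY effect · Signal – fluorescence, membrane potential probe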
PPC-1+TRAIL kill: compounds killing PPC-1 cancer cells with TRAIL present (potentiator screen, no TRAIL-free arm); AID 1443; PPC-1 cells + TRAIL, ATPLite viability luminescence; hit rate 0.41% among 220,000; cell killing (% activity), % at 4 µM;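 active = cell killing above 50% in the first pass at 4 µM, then a duplicate retest at 5 µM averaging 50% or more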;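 also: plate controls were cells with TRAIL plus DMSO for no effect and medium-only wells lacking cells for full effect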
NPY-Y1 PAM-ag: potentiators or agonists of human neuropeptide Y receptor Y1. P25929. NPY-Y1 expressing cells, potentiator/agonist activation. activation, % at 3.6 µM. hit rate 0.37% among 220,000; in the data active = activation above about 33%, passing the limit was not always enough;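 also: cells stimulated with NPY at EC10 then isoproterenol at EC100; 0% = low agonist plus stimulus and 100% = saturating agonist plus stimulus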
TRPML3 ag: human mucolipin-3 channel agonism | hit rate 0.29% among 220,000 | AID 1448 | HEK293 TRPML3-YFP, Fluo-8 calcium fluorescence; 100% = the carbachol control signal | Q8TDD5 | activation, % at 3 µM;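 active = activation above its plate's cutoff, the mean activation of the plate's test wells plus 3 SD, cut at about 12% in these data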;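 also: 0% = DMSO only wells and 100% = carbachol wells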
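Test system – HEK293 line with stable expression of human TRPML3-YFP channel · Control set – carbachol 87 µM final as high control (100%), DMSO as low control (0%) · Signal – Fluo-8 calcium dye fluorescence, ex 470-495, em 515-575 nm · Incubation – 1-h 37 °C dye load, 5-s basal, 120-s post-compound reads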
14-3-3 Bad PPI: disrupts binding of bovine 14-3-3 zeta to phospho-Bad peptide. inhibition, % at 21.7 µM. hit rate 0.71% among 220,000. AID 781. TR-FRET 14-3-3zeta/Dy647-pBad peptide displacement, 1 h. P63103;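 active = inhibition above about 70%, limit read from the data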;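 also: 0% = full 14-3-3 plus peptide FRET controls and 100% = background without 14-3-3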
Target sequence (P63103 whole entry, looked up): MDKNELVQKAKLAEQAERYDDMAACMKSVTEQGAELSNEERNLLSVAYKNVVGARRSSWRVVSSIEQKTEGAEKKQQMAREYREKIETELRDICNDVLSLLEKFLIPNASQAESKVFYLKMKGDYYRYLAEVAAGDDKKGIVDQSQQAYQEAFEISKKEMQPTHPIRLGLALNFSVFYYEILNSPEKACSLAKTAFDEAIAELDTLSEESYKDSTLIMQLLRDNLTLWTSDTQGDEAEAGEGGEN
EP2 mod: modulators of human EP2 prostaglandin E2 receptor; EP2-expressing cells, cAMP HTRF FRET, PGE2 co-stimulation; induction, % at 25 µM; hit rate 0.83% among 260,000; AID 940;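 active = compounds whose cAMP rise, as percent of the full-agonist control response, exceeds 60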;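 also: rat C6 glioma line stably carrying human EP2 under a CMV promoter; the protocol text gives 20 µM as final concentration; 100% = response of wells given 1 µM PGE2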
Target sequence (P43116 whole entry, looked up): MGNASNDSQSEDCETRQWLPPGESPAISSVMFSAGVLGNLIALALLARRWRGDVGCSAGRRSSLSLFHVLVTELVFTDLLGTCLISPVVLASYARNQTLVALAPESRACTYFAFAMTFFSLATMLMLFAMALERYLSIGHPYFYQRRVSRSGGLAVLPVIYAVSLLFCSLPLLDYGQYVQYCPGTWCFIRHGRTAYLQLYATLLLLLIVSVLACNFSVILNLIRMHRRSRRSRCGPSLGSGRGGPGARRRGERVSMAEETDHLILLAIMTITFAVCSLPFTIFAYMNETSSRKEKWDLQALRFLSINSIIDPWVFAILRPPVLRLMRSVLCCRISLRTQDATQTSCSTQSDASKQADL
CHOP inhibitor: inhibitors of CHOP induction in ER stress response. inhibition, % at 10 µM. hit rate 3.8% among 220,000. CHO-K1 CHOP-promoter luciferase, tunicamycin-induced, 15-18 h;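 active = compounds that reduced the stress-induced luciferase reporter signal by more than about 70% of percent inhibition, limit read from the data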;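 also: 0% = tunicamycin plus vehicle and 100% = wells without tunicamycin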
TRPN1 ag: activates the zebrafish TRPN1 channel | HEK293 zebrafish TRPN1-YFP, Fluo-8 calcium fluorescence; 100% = response to 87 µM carbachol | activation, % at 3 µM | hit rate 0.18% among 220,000;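 active = activation above its plate's cutoff, the mean activation of test wells on that plate plus 3 SD, cut at about 19% in these data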;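 also: 0% = DMSO alone and 100% = 87 µM carbachol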
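Material: zebrafish TRPN1-YFP in HEK293 cells. Doses: one dose of 3 µM, 0.3% DMSO. Incubation: dye 1 h 37 °C plus 30 min RT. Measured by: intracellular calcium fluorescence with Fluo-8.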
PGE2 EP2 inh: inhibitors of human EP2 prostaglandin E2 receptor; P43116; C6 glioma cells expressing human EP2, cAMP TR-FRET; cells stimulated with saturating PGE2; inhibition, % at 25 µM; hit rate 0.52% among 260,000; AID 1422;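 active = percent inhibition above 40 after rounding to a whole number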;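 also: rat C6 glioma host cells with rolipram phosphodiesterase inhibitor present; the protocol text gives 20 µM as final concentration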
* hit, by the source's call; . = not tested or not shown; & = joins results of further samples; [ ] = dose if it differs, or a comment. Not all compounds are listed; the hit share may differ from the screen's.

SMILES | NPY-Y1 antag | PPC-1+TRAIL kill | NPY-Y1 PAM-ag | TRPML3 ag | 14-3-3 Bad PPI | EP2 mod | CHOP inhibitor | TRPN1 ag | PGE2 EP2 inh
C=CCn1c(SCC(N)=O)nc2scc(-c3ccc(C)o3)c2c1=O | 4 | 34 | 3 | 0.1 | -8 | -21 | -20 | -0.6 | 9
COc1cccc(C(=O)/C=C/Nc2ccc(S(=O)(=O)Nc3cccc(C(C)=O)c3)cc2)c1 | -10 | 4 | -2 | -0.1 | -10 | -38 | 61 | 0.6 | 11
C=C(C)c1cccc(C(C)(C)NC(=O)N2CCN(c3ccccc3)CC2)c1 | . | -12 | -14 | 0.5 | -1 | -44 | 3 | -2.4 | 14
CCOC(=O)C1CCCN(Cc2nc(N)nc(Nc3ccc(Cl)cc3)n2)C1 (configuration not stated) | -7 | -10 | 1 | 1.7 | -10 | -17 | 33 | 3.1 | 15
CCOc1ccccc1NC(=O)CN1C(=O)C(=O)N(Cc2ccco2)C1=O | 3 | 1 | 0 | 0.8 | -15 | 30 | 3 | 0.8 | 5
CCOC(=O)C1(Cc2cccc(F)c2)CCN(C(=O)Cc2cccnc2)CC1 | 3 | -9 | 9 | 1.1 | -2 | 1 | 42 | -0.5 | 6
COC(=O)c1nc(-n2nc(C)cc2C)ccc1Cl | -3 | 11 | -1 | 1.0 | 1 | -2 | -10 | -0.7 | 8
O=C(NC(=S)Nc1cc(Cl)ccc1N1CCOCC1)c1ccc(-c2cccc(Cl)c2)o1 | 10 | -5 | 23 | 0.3 | 12[fluorescence artefact?] | -3 | -47 | 0.2 | 5
CCOC(=O)c1ccc(Nc2c(CC)c(C)nc3ncnn23)cc1 | 1 | 14 | 8 | -0.1 | 4 | 8&-54 | 1 | -0.6 | 12&16
Cc1cc(NC(=O)CSCc2nc(-c3cccc(F)c3)oc2C)no1 | 2 | 11 | -13 | 0.2 | 1 | 5 | 5 | 1.4 | 7
CCN(CC)C(=O)CCC(=O)Nc1ccc(C(=O)OC)cc1 | -6 | -3 | -9 | 0.7 | -10[fluorescence artefact?] | 7 | 8 | -0.4 | 10
Cc1ccc(S(=O)(=O)CCC(=O)OCC(=O)NC(N)=O)cc1 | . | 6 | 20 | 0.4 | 2 | 11 | 21 | -0.2 | 9
CC(C)(C)OC(=O)N1CCC(CNC(=O)c2ccc(F)cc2)CC1 | . | -9 | -14 | 0.6 | 3 | 25 | 13 | 1.6 | 10
Cc1n[nH]c(=S)n(NC(=O)/C=C/C(=O)Nn2c(=S)[nH]nc(C)c2=O)c1=O | -2 | 7 | -2 | -0.2 | 85* | 38 | 24 | -0.6 | 4
C1=CN2CCC1C(c1ccccc1)C2 (configuration not stated) | 2 | -3 | 8 | 0.5 | 13 | 0 | 14 | 0.1 | 15
Cc1cccc2cc(C#N)c(SCC(=O)N3CCC(C)CC3)nc12 | 9 | -11 | -11 | -0.4 | -11 | -1 | -36 | -0.2 | 10
CN1CCN(CCC2Oc3cc([N+](=O)[O-])ccc3NC2=O)CC1 (configuration not stated) | 5 | -3 | 2 | -0.1 | 0 | -10 | 43 | -0.3 | 9
Fc1ccc(NC(=S)NCCc2ccc(Cl)cc2)cc1 | -1 | 32 | 22 | 1.9 | -17 | -34 | 25 | 1.3 | 7
Cc1nn(C)cc1C(C(=O)NC1CCCCC1)N(C(=O)Cn1nnc2ccccc21)c1ccc(F)cc1 (configuration not stated) | 0 | 6 | -16 | 0.5 | 1 | -15 | -4 | -1.2 | 9
C=C(C)CN(CC)c1nc(N)c2c(N)nc3c(c2c1C#N)CC(=O)N3C12CC3CC(CC(C3)C1)C2 | 4 | -2 | -6 | 0.9 | -12 | 12 | -3 | 0.8 | 7
CCOc1ccc(-n2c(=O)c3sccc3n(Cc3ccc(C)cc3)c2=O)cc1 | 2 | 16 | -4 | 0.5 | -17 | -17 | -12 | -0.7 | 7
COc1cc(C(=O)Nc2ccc(Cl)c(C(F)(F)F)c2)cc(OC)c1OC | 1 | 6 | -32 | 0.1 | -3 | -79 | 50 | 2.1 | 13
CC(C)Oc1ccccc1-c1nc(SCC(=O)O)n[nH]1 | -1 | 5 | 0 | 0.5 | -1 | 7 | -8 | -0.7 | 8
O=c1c2sc(-c3ccccc3)cc2nc2n1CCCCC2 | . | 8 | 20 | 0.0 | 2 | -40 | -7 | 1.4 | 22
Cc1nc(N2CCOCC2)c2c(C)c(C(=O)Nc3ccccc3Cl)sc2n1 | 6 | 4 | -19 | -1.9 | -10 | -8 | 2 | -0.5 | 9
CCCOC(=O)C1[C@H]2C(=O)N(CCCOC)C[C@]23C=C[C@H]1O3 (some centres not stated) | -4 | 17 | 18 | -0.4 | -5 | 17 | 13 | -1.2 | 1
COc1ccc(NC(=S)NNC(=O)c2ccc(S(=O)(=O)N3CCOCC3)cc2)cc1 | 2 | 5 | 10 | 1.1 | -25 | -2 | -20 | 1.4 | 9
O=C1/C(=C/c2ccccn2)SC(=S)N1c1cccc(O)c1 | . | -1 | 54* | 0.3 | -1 | -10 | -9 | 0.9 | 10
COc1ccc(CCN2CC(C#N)=C3c4cc(OC)c(OC)cc4CCN3C2)cc1OC | -1 | 27 | -5 | -0.2 | 7 | 13 | 14 | 3.1 | 10
CCn1nc(C)c(NC(=O)/C=C/c2cnn(C)c2)c1C | -7 | -26 | 22 | -0.3 | -5[fluorescence artefact?] | -5 | -11 | 1.9 | 5

3 structures from above, arranged by number of heavy atoms, rising.
SMILES | NPY-Y1 antag | PPC-1+TRAIL kill | NPY-Y1 PAM-ag | TRPML3 ag | 14-3-3 Bad PPI | EP2 mod | CHOP inhibitor | TRPN1 ag | PGE2 EP2 inh
CCn1nc(C)c(NC(=O)/C=C/c2cnn(C)c2)c1C | -7 | -26 | 22 | -0.3 | -5[fluorescence artefact?] | -5 | -11 | 1.9 | 5
COc1cc(C(=O)Nc2ccc(Cl)c(C(F)(F)F)c2)cc(OC)c1OC | 1 | 6 | -32 | 0.1 | -3 | -79 | 50 | 2.1 | 13
COc1ccc(CCN2CC(C#N)=C3c4cc(OC)c(OC)cc4CCN3C2)cc1OC | -1 | 27 | -5 | -0.2 | 7 | 13 | 14 | 3.1 | 10

Further entries follow.
SMILES | NPY-Y1 antag | PPC-1+TRAIL kill | NPY-Y1 PAM-ag | TRPML3 ag | 14-3-3 Bad PPI | EP2 mod | CHOP inhibitor | TRPN1 ag | PGE2 EP2 inh
Cc1nc2ccccc2c(=O)n1/N=C/c1cn(-c2ccccc2)nc1-c1cccs1 | 0 | 30 | -16 | 0.9 | 17[fluorescence artefact?] | -11 | -19 | 1.0 | 12
O=C(NCc1ccco1)C1CN(S(=O)(=O)c2ccccc2)CCN1S(=O)(=O)c1ccccc1 (configuration not stated) | -9 | 1 | 11 | -0.4 | -1 | 11 | -1 | 1.2 | 6
CCCCCCNC(=O)c1c(O)c2cccc3c2n(c1=O)CCC3 | 14 | 26 | -35 | 0.6 | -9 | 48 | 9 | 0.5 | 8
CCCCn1[nH]c(-c2ccccc2)cc1=O | -1 | 36 | -4 | 1.0 | -4 | -2 | 15 | -0.8 | 7
Nc1cc2nc[nH]c2cc1N | -2 | 16 | 8 | -0.2 | 92* | -14 | -25 | 1.2 | 2
Cc1ccc(C(=O)N2CC(=O)Nc3ccc(F)cc3C2c2ccccc2)cc1[N+](=O)[O-] (configuration not stated) | -2 | 19 | -5 | -0.8 | 5 | 8 | 26 | 0.1 | 5
O=C(CSc1nnc(Cc2cc(=O)[nH]c(=O)[nH]2)n1-c1ccc(F)cc1)N1CCCCC1 | 7 | 13 | 2 | 0.5 | 7 | 9 | 21 | -0.3 | 6
COc1ccc(CC(=O)Nc2cc3oc4ccccc4c3cc2OC)cc1 | 10 | 7 | -20 | -0.5 | 5[fluorescence artefact?] | -24 | 17 | 1.1 | 3
CCOc1ccc(-c2nnc(-c3ccncc3)o2)cc1OCC | -7 | -1 | 28 | 0.2 | -2 | -32 | 30 | 0.3 | 3
CCC(=O)Nc1ccc2c(c1)ncn2-c1ccccc1 | -4 | 26 | -3 | -0.1 | -3 | -17 | -37 | 0.5 | 14

Fetched one by one from the list above, three records:
SMILES | NPY-Y1 antag | PPC-1+TRAIL kill | NPY-Y1 PAM-ag | TRPML3 ag | 14-3-3 Bad PPI | EP2 mod | CHOP inhibitor | TRPN1 ag | PGE2 EP2 inh
CCCCn1[nH]c(-c2ccccc2)cc1=O | -1 | 36 | -4 | 1.0 | -4 | -2 | 15 | -0.8 | 7
CCC(=O)Nc1ccc2c(c1)ncn2-c1ccccc1 | -4 | 26 | -3 | -0.1 | -3 | -17 | -37 | 0.5 | 14
O=C(CSc1nnc(Cc2cc(=O)[nH]c(=O)[nH]2)n1-c1ccc(F)cc1)N1CCCCC1 | 7 | 13 | 2 | 0.5 | 7 | 9 | 21 | -0.3 | 6

Copied from the list.
In PPC-1+TRAIL kill, `C=CCn1c(SCC(N)=O)nc2scc(-c3ccc(C)o3)c2c1=O` is listed with 34
In TRPN1 ag, `Cc1n[nH]c(=S)n(NC(=O)/C=C/C(=O)Nn2c(=S)[nH]nc(C)c2=O)c1=O` is listed with -0.6
In EP2 mod, `Cc1cc(NC(=O)CSCc2nc(-c3cccc(F)c3)oc2C)no1` is listed with 5
In TRPN1 ag, `COC(=O)c1nc(-n2nc(C)cc2C)ccc1Cl` is listed with -0.7

Further entries.
SMILES | NPY-Y1 antag | PPC-1+TRAIL kill | NPY-Y1 PAM-ag | TRPML3 ag | 14-3-3 Bad PPI | EP2 mod | CHOP inhibitor | TRPN1 ag | PGE2 EP2 inh
NC(=O)CSc1nc2sc(-c3ccccc3)cc2c(=O)n1N | 1 | 15 | 11 | -0.1 | -2 | -50 | -6 | 0.4 | .
COc1cccc(-c2csc(NNC(=O)c3cccs3)n2)c1 | . | 6 | 6 | -0.1 | 5 | -11 | 9 | 1.1 | 8
COc1cc(C(F)(F)F)c(C(=O)N(C)Cc2cc(Cl)cc(Cl)c2)cn1 | . | -6 | -4 | 0.1 | -6 | 21 | 11 | -0.7 | 12
Cc1ccc(/C(O)=C2\C(=O)C(=O)N(Cc3cccnc3)C2c2ccccc2[N+](=O)[O-])cc1 (configuration not stated) | 4 | 25 | 10 | 0.5 | -13 | 17 | -2 | -0.1 | 6
O=C(NCC1CCCO1)c1cccc(N2C(=O)C3C4C=CC(C4)C3C2=O)c1 (configuration not stated) | -1 | -3 | 1 | 1.1 | -7[fluorescence artefact?] | 13 | 18 | 1.7 | 13
